MsrA inhibitor – bovine MsrA inhibition; purified bovine MsrA, absorbance read-out; actives 0.75% (n = 360,000); inhibition, % at 15.5 µM; AID 651718; in the data active means inhibition above about 4.5%;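 further: 0% = vehicle wells with enzyme and 100% = reference inhibitor wells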
Active calls of the source: *. A portion of the library, so the mix of outcomes need not match the whole.

| MsrA inhibitor | canonical_smiles |
| --- | --- |
| -1.3 | c1ccc(C(c2ccccc2)N2CCN(c3nc4ccccc4n4cnnc34)CC2)cc1 |
| -0.9 | O=C(Nc1nc2ccccc2s1)c1ccc2c(c1)S(=O)(=O)c1ccccc1C2=O |
| 0.1 | Cc1ccc(-n2c(=O)c3sccc3n(Cc3cc(=O)n4ccccc4n3)c2=O)cc1F |
| 0.2 | C=CC[C@]12C[C@@]3(O[C@H](c4ccccn4)N=C3C[C@H](c3ccc(OC)cc3)[C@H]1C)N(C1CCN(Cc3ccccc3)CC1)C2=O |
| 3.2 | Cc1ccccc1NC(=O)c1ccc(Cl)c(NC(=O)c2cccnc2)c1 |
| -0.6 | COC(=O)[C@]12C[C@H](CC(=O)NCCCN3CCCC3=O)C(=O)N(Cc3ccccc3)C1=C[C@H](C(C)C)O[C@@H]2C1CC1 |
| -0.3 | Cc1ccc(N(CCC(=O)Nc2nnc(C3CC3)s2)S(=O)(=O)c2ccccc2)cc1 |
| 1.3 | CCCN1C(=O)c2[nH]nc(-c3ccccc3)c2C1c1ccc(F)cc1 (stereo not given) |

3 of the compounds above, field by field.
Structure: Cc1ccccc1NC(=O)c1ccc(Cl)c(NC(=O)c2cccnc2)c1
  MsrA inhibitor: 3.2

Structure: COC(=O)[C@]12C[C@H](CC(=O)NCCCN3CCCC3=O)C(=O)N(Cc3ccccc3)C1=C[C@H](C(C)C)O[C@@H]2C1CC1
  MsrA inhibitor: -0.6

Structure: Cc1ccc(N(CCC(=O)Nc2nnc(C3CC3)s2)S(=O)(=O)c2ccccc2)cc1
  MsrA inhibitor: -0.3

Carrying on:
| MsrA inhibitor | canonical_smiles |
| --- | --- |
| -0.8 | CN1OC[C@@H]2CN[C@H](c3ccc(-n4ccnc4)cc3)C[C@@H]21 |
| -1.3 | CC(C)c1ccc2c(c1)C(N1CCNCC1)Cc1ccc(F)cc1S2 (stereo not given) |
| 0.3 | Cc1cc(=O)oc2cc(OCC(=O)N3CC(C)OC(C)C3)ccc12 (stereo not given) |
| 0.0 | Cc1occc1C(=O)n1nnc2ccccc21 |
| 3.8 | Cc1ccc(C(=O)N/C(=C/c2ccco2)C(=O)Nc2cccc(C(=O)O)c2)cc1 |
| -0.3 | O=C1c2ccccc2S(=O)(=O)c2cc(N3CCN(c4ccccc4)CC3)ccc21 |
| -2.9 | O=C1Cn2nnc(-c3ccccc3)c2C2c3cc(Br)ccc3CCN12 (stereo not given) |
| -0.6 | CCOc1cc(S(=O)(=O)NCc2ccccn2)c(C)cc1C |

The list goes on.
| MsrA inhibitor | canonical_smiles |
| --- | --- |
| -0.7 | C#CCOCCOCCOCCNc1nc(N2CCN(C(=O)[C@H](CCC(=O)O)n3cc(C(N)Cc4ccc(O)cc4)nn3)CC2)nc(N2CCN(C(=O)[C@H](CCC(=O)O)n3cc(C(N)Cc4ccc(O)cc4)nn3)CC2)n1 (stereo not given in full) |
| 0.2 | Nc1[nH]c(C(=O)c2ccccc2)c(-c2cccc3ccccc23)c1C(=O)c1ccc(Br)cc1 |
| 0.7 | COc1cc(F)ccc1Oc1cccc2c1S(=O)(=O)N(C1CC1)C[C@@H](COCc1ccccc1)O2 |
| 3.2 | CCCN1CCCCC(NC(C)=O)C1=O (stereo not given) |
| 0.7 | CCOc1cc(/C=C2/C(=O)ON=C2C)ccc1OCc1ccccc1 |
| -0.2 | COC(=O)[C@H](Cc1ccccc1)N1CC(N2CCCC2)CS1(=O)=O (stereo not given in full) |
| 1.2 | Cc1cc(Br)cn2c(Cc3ccccc3C(F)(F)F)c(-c3ccco3)nc12 |
| 0.0 | O=C(N/N=C/c1ccc([N+](=O)[O-])o1)c1cn(-c2ccccc2)nc1-c1ccc(F)cc1 |

The list goes on:
| MsrA inhibitor | canonical_smiles |
| --- | --- |
| -1.4 | Cc1ccc(CSCC(N)C(=O)O)cc1 (stereo not given) |
| 0.6 | COc1cccc(C=C2SC(=S)N(Cc3ccco3)C2=O)c1OC |
| 0.4 | CCOC(OCC)c1cn(Cc2ccc3c(c2)C(=O)c2ccccc2C3=O)nn1 |
| 0.6 | C=CCCC1CN(Cc2ccc(OC)cc2)S(=O)(=O)c2c(Oc3ccc(C)cc3)cccc2O1 (stereo not given) |
| 0.9 | O=C1c2ccccc2S(=O)(=O)c2cc(N3CCC4(CC3)OCCO4)ccc21 |
| -0.8 | Cc1ccc(N)cc1CN1CCN(c2ncc(Cc3ccccc3)cn2)CC1 |
| -0.1 | Cc1sc2cc3c(c(C(=O)c4ccccc4)[n+]2c1C)-c1cccc2cccc-3c12 |
| 0.9 | O=C(N[C@@H](Cc1cccnc1)C(=O)N1CCC[C@H]1C(=O)NC1CCCC1)C1CC1 |

More records follow:
| MsrA inhibitor | canonical_smiles |
| --- | --- |
| -0.5 | Cc1cc(N2CCN(C(=O)OC(C)(C)C)C[C@H]2C)ccc1N1CCS(=O)(=O)CC1 |
| 0.8 | Oc1ccc2ccccc2c1CNc1ccc(Br)cc1 |
| -0.7 | Cc1ccc(NC(=O)N2c3ccccc3SC2c2ccco2)c(C)c1 (stereo not given) |
| 0.2 | CC(C)CNc1cccc2c1S(=O)(=O)N[C@H](C)CO2 |
| -0.3 | COC(=O)N1Cc2ccnnc2CC1c1ccccc1-c1ccccc1 (stereo not given) |
| 2.3 | CCn1c(C)nc2cc(C(=O)NNC(=O)Nc3ccc(Cl)c(Cl)c3)ccc21 |
| -1.1 | Cc1[nH]nc2c1C(c1ccc(F)cc1)N(c1ccccc1)C2=O (stereo not given) |
| 1.1 | COc1cccc(Cn2c(NCc3ccco3)nc3c2c(=O)n(C)c(=O)n3C)c1 |

Next section.
| MsrA inhibitor | canonical_smiles |
| --- | --- |
| 0.7 | Cc1ccccc1C(=O)N1CCC[C@@H]1C(=O)N1CCC[C@H]1C(=O)NCc1ccccc1 |
| 1.1 | COc1cc(-c2noc(CCC(N)=O)n2)cc(OC)c1OC |
| 1.8 | COC(=O)[C@]12C[C@H](CC(=O)NCCCCc3ccccc3)C(=O)N(Cc3ccc4c(c3)OCO4)C1=C[C@H](C(C)(C)C)O[C@@H]2C |
| 0.5 | N#CCCN1CCC(N)=NC1=NC#N |
| -0.9 | COC(=O)N1Cc2ccnnc2CC1c1ccccc1Br (stereo not given) |
| -0.3 | Cc1ccnc(NS(=O)(=O)c2cc(C(F)(F)F)ccc2Cl)c1 |
| 1.3 | COC(=O)c1ccc(CSc2nnc(Nc3ccccc3OC)s2)o1 |
| 0.7 | O=C(Nc1ccccc1Cl)C1CC(=O)n2c(nc3ccccc32)N1 (stereo not given) |
| 3.4 | COc1ccc(C2CC(=O)C(c3ccc(C(N)=O)cc3)=CN2Cc2ccccc2)cc1 (stereo not given) |
| 0.2 | COC(=O)[C@]12C[C@H](CC(=O)N3CCN(C(=O)C4CC4)CC3)C(=O)N(CCC3=CCCCC3)C1=C[C@H](COCc1ccccc1)O[C@@H]2C |
| -0.7 | COc1ccc(CNC(=O)[C@@H](Cc2ccccc2)NC(=O)[C@H]2O[C@@H](n3ccc(=O)[nH]c3=O)[C@H](O)[C@@H]2O)cc1 |

By substructure, those above containing sulfur (18)
| MsrA inhibitor | canonical_smiles |
| --- | --- |
| -0.9 | O=C(Nc1nc2ccccc2s1)c1ccc2c(c1)S(=O)(=O)c1ccccc1C2=O |
| 0.1 | Cc1ccc(-n2c(=O)c3sccc3n(Cc3cc(=O)n4ccccc4n3)c2=O)cc1F |
| -0.3 | Cc1ccc(N(CCC(=O)Nc2nnc(C3CC3)s2)S(=O)(=O)c2ccccc2)cc1 |
| -1.3 | CC(C)c1ccc2c(c1)C(N1CCNCC1)Cc1ccc(F)cc1S2 (stereo not given) |
| -0.3 | O=C1c2ccccc2S(=O)(=O)c2cc(N3CCN(c4ccccc4)CC3)ccc21 |
| -0.6 | CCOc1cc(S(=O)(=O)NCc2ccccn2)c(C)cc1C |
| 0.7 | COc1cc(F)ccc1Oc1cccc2c1S(=O)(=O)N(C1CC1)C[C@@H](COCc1ccccc1)O2 |
| -0.2 | COC(=O)[C@H](Cc1ccccc1)N1CC(N2CCCC2)CS1(=O)=O (stereo not given in full) |
| -1.4 | Cc1ccc(CSCC(N)C(=O)O)cc1 (stereo not given) |
| 0.6 | COc1cccc(C=C2SC(=S)N(Cc3ccco3)C2=O)c1OC |
| 0.6 | C=CCCC1CN(Cc2ccc(OC)cc2)S(=O)(=O)c2c(Oc3ccc(C)cc3)cccc2O1 (stereo not given) |
| 0.9 | O=C1c2ccccc2S(=O)(=O)c2cc(N3CCC4(CC3)OCCO4)ccc21 |
| -0.1 | Cc1sc2cc3c(c(C(=O)c4ccccc4)[n+]2c1C)-c1cccc2cccc-3c12 |
| -0.5 | Cc1cc(N2CCN(C(=O)OC(C)(C)C)C[C@H]2C)ccc1N1CCS(=O)(=O)CC1 |
| -0.7 | Cc1ccc(NC(=O)N2c3ccccc3SC2c2ccco2)c(C)c1 (stereo not given) |
| 0.2 | CC(C)CNc1cccc2c1S(=O)(=O)N[C@H](C)CO2 |
| -0.3 | Cc1ccnc(NS(=O)(=O)c2cc(C(F)(F)F)ccc2Cl)c1 |
| 1.3 | COC(=O)c1ccc(CSc2nnc(Nc3ccccc3OC)s2)o1 |

Assay outcomes from PubChem.
